SENP6 block: inhibitors of human SENP6 protease | Q9GZR1 | Recombinant SENP6 catalytic domain, aminoluciferin luminescence | inhibition, % at 10 µM | hit rate 1.8% among 330,000 | AID 2599;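 active = inhibition above about 50% at the single tested dose, limit read from the data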;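 also: plate controls were DMSO wells with enzyme for no effect and DMSO wells lacking enzyme for full effect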
PfGluPho inh: PfG6PD (Plasmodium falciparum) enzyme inhibition; inhibition, % at 20 µM; PfGluPho enzyme, NADPH resazurin-diaphorase fluorescence; AID 504690; hit rate 0.78% among 350,000;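 active = inhibition reaching at least a set limit at 20 µM in the primary screen, cut at about 59% in these data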;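 also: 0% = DMSO wells with substrate and 100% = DMSO wells lacking glucose-6-phosphate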
SENP8 block: inhibitors of human SENP8 protease | Q96LD8 | recombinant SENP8, Nedd8 substrate fluorescence | inhibition, % at 20 µM | hit rate 0.64% among 360,000 | AID 602440; in the data active = inhibition mostly above about 40%, no sharp cut-off; inactive = mostly below about 27%
Target sequence (Q96LD8 whole entry, looked up): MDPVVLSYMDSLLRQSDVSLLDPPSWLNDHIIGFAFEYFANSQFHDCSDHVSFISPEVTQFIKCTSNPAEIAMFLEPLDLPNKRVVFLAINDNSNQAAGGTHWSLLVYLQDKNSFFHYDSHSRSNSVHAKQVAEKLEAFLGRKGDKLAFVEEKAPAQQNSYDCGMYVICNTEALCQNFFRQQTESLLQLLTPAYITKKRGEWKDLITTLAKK
GRIN3A LBD mod: modulates the human NR3A ligand-binding domain; hit rate 2.5% among 340,000; NR3A LBD differential scanning fluorimetry, Tm shift; 0% = protein alone, 100% = glycine-bound protein; Tm shift relative to glycine control, % at 25 µM;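 active = melting temperature shift of at least 10% of the positive control shift, at one fixed dose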
MPTP inh: permeability transition pore inhibition; isolated mouse mitochondria, Ca2+ swelling absorbance, 30 min; inhibition, % at 10 µM; hit rate 1.4% among 360,000;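 active = inhibition of 50% or more, scaled per plate between neutral and stimulator controls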;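 also: 0% = DMSO wells given calcium and 100% = 1 mM EGTA wells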
hIAP act: human IAP activation | purified human IAP, CDP-Star luminescence, 30 min; stronger effect = higher value; 1 = vehicle-only enzyme, 0 = enzyme-free background | activation factor at 10 µM | hit rate 0.16% among 330,000 | P09923 | AID 2524;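 active = activation factor of the enzyme at least 2-fold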; also: the source names both 10 and 20 µM as test concentration; values of inactives mirror those of a sister screen read the other way
SENP1 FRET inh: inhibitors of human SENP1 SUMO protease catalytic domain. Q9P0U3. recombinant SENP1 catalytic domain, CyPet-SUMO1-YPet FRET cleavage. inhibition, % at 10 µM. hit rate 0.21% among 360,000;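 active = inhibition at least 30% at 10 µM, raw YFP signal under a set limit, fluorescence ratio 0.5 to 1.5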;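 also: 0% = enzyme with DMSO and 100% = no enzyme wells; some results filed as inactive read as strong as hits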
Target sequence (Q9P0U3 419-644 limits assumed): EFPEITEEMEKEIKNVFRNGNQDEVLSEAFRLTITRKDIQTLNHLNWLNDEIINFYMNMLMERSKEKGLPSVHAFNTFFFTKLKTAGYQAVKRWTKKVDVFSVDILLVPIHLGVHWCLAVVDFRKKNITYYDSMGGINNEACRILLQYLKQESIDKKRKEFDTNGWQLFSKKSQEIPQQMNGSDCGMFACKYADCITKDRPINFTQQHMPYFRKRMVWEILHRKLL
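Material – human SENP1 catalytic domain · Input – SENP1 enzyme, 20 pM final · Compound dosing – single concentration of 10 µM compound, 0.5% DMSO final · Timing – enzyme reaction for 50 min at room temperature, dark · Measured by – FRET fluorescence in CFP and YFP emission channels · Control set – no-enzyme wells low, DMSO-plus-enzyme wells high control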
ATG4B inhibitor: ATG4B (human) cysteine protease inhibition. ATG4B cleavage of LC3-PLA2, NBD-HPC fluorescence, 1 h. inhibition, % at 8.33 µM. Q9Y4P1. AID 504462. hit rate 0.51% among 340,000; in the data active = inhibition above about 40%
Target sequence (Q9Y4P1 whole entry, looked up): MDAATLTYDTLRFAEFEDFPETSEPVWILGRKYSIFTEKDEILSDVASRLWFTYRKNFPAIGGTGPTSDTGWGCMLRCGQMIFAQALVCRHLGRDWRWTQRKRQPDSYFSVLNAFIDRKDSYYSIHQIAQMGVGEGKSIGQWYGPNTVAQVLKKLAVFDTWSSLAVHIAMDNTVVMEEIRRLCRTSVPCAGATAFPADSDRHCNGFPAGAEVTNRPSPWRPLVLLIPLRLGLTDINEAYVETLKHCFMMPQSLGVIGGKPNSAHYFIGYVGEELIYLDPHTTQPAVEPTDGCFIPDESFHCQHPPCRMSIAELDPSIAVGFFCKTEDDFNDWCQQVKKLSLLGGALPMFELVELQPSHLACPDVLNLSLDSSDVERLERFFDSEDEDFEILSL
The depositor's hits bear a star; nt = not tested or not shown.

compound	SENP6 block	PfGluPho inh	SENP8 block	GRIN3A LBD mod	MPTP inh	hIAP act	SENP1 FRET inh	ATG4B inhibitor
COc1ccc(NC(=O)CNc2ccc(C#N)cc2)cc1	7	4	12	-5	-0.4	1.1	1	-1
CCOc1ccc(NS(=O)(=O)c2cc(NC(=O)c3cccc(C)c3)ccc2Cl)cc1	-7	3	10	9	89*	1	-1	-13
O=C(NNC(=O)c1ccccc1Cl)c1cc2cc(OC(F)(F)F)ccc2[nH]1	-19	-14	2	2	9.4	1.5	3	11
COc1ccc(S(=O)(=O)NCc2cccnc2)cc1C	-20	-10	19	2	1.7	1	-1	-9
FC(F)c1nnc2ccc(Cl)nn12	-10	4	-4	2	-1.7	1.1	0	-5
Cc1oc2ccc(O)c(CN3CCOCC3)c2c1C(=O)c1ccc(Cl)cc1	-6	9	14	2	3.7	0.96	2	0
CC(C)CC(=O)NC(=S)Nc1ccc(N2CCOCC2)c(Cl)c1	-9	14	15	-2	-1.3	0.95	-2	5
CCOC(=O)c1sc(-c2cccs2)nc1C	-6	1	-438	-4	0.2	0.98	-5	2
COC(=O)c1c(C)[nH]c(C)c1-c1cccc([N+](=O)[O-])c1	-1	-6	12	-3	-0.8	1.1	1	-9
CCN(CC)C(=O)Cn1c(=O)n(Cc2ccc(F)cc2)c(=O)c2sccc21	8	-14	6	-1	-0.3	1.1	-3	6
CCCCNc1nc2ccccc2n1CC(=O)Nc1ccc2c(c1)OCCO2	-8	-3	nt	2	nt	1.1	nt	-1
Cc1cc(Cl)ccc1OCCCC(=O)N1CCCc2ccccc21	-4	15	6	4	2.5	0.69	0	9
COc1ccc(N2CC(C(=O)N[C@@H](C)C(=O)NC3CCCC3)CC2=O)cc1 (some centres not stated)	9	-7	11	1	-0.2	1	-1	2
COc1ccc(NC(=O)c2nn(C)c(=O)c3ccccc23)cc1S(=O)(=O)Nc1ccccc1Cl	12	15	0	-2	-1.9	0.85	-1	-18
OCC[C@@H]1C[C@H](O)[C@@H](O)[C@]2(Cc3ccccc3O2)O1	1	12	9	-3	-0.7	0.94	4	18
O=C(c1ccco1)N1CCN(c2c([N+](=O)[O-])nn(-c3ccc(Cl)cc3)[n+]2[O-])CC1	14	18	18	-1	-0.3	0.96	0	-9
Cc1ccc(-n2c(SCC(=O)NCc3ccc4c(c3)OCO4)nnc2-c2cccnc2)c(C)c1	-17	-8	9	0	-1.4	1	1	-6
COc1ccccc1NC(=O)c1ccc(-n2cncn2)nc1	-14	-22	16	0	1.5	0.96	2	9
Cc1ccc(CNC(=O)CCCc2ccccc2)cc1	4	-9	8	0	-2.1	0.99	-1	-1
CN(C)C(CNC(=O)c1sc2ccccc2c1Cl)c1ccco1 (configuration not stated)	nt	6	2	nt	1.2	nt	-4	nt
COc1ccc(NS(=O)(=O)c2cn(C)cn2)cc1Cl	-12	-8	6	-4	-1.5	1.1	1	2
CCOc1ccc(NC2=NC(C)(C)N=C(N)N2)cc1	1	-8	22	0	0.1	0.85	1	-14
O=C(N/N=C/c1ccccn1)c1ccc(Br)cc1	-28	0	13	-2	-2.8	1.2	-8	4
Cc1ccc(NC(=O)C2CCCN2C(=O)OCc2ccccc2)cc1F (configuration not stated)	-3	-14	13	1	1.8	0.98	4	8
Cc1cc(C(=O)COC(=O)C2=NNC(=O)CC2)c(C)n1-c1ccc(OC(F)F)cc1	-11	-10	15	-2	-9.2	1	2	6
C/C=C\C=C/C(=O)Nc1cccc(C2=NOC3(C2)C[C@@H](C(N)=O)N(C(=O)C2(C)CC2)C3)c1 (some centres not stated)	-15	7	-6	0	-2.2	0.98	-10	-9
O=C(CCl)NNc1nc(-c2ccccc2)c2cc(Cl)ccc2n1	22	12	-9	1	1.1	1.1	-4	2
CC(C)c1ccc2[nH]c3nc(SCC(=O)N4CCOCC4)nnc3c2c1	-3	16	-10	3	-4.9	1.2	-2	-12
CC1(C)CC(=O)C(CC2=C(N)CC(C)(C)CC2=O)=C(N)C1	8	1	-17	5	-0.1	0.94	-124	-10
c1ccc(-c2csc(NC3CCCCC3)n2)cc1	66*	7	6	4	0.3	0.8	0	15
CC(Oc1cccc2ccccc12)C(=O)N/N=C/c1cccnc1 (configuration not stated)	-4	20	20	1	-0.7	1.2	4	-6
O=C1NC(Cc2c[nH]c3ccccc23)C(=O)N1Cc1ccccc1 (configuration not stated)	7	-5	-4	1	-0.7	0.98	-1	5
CCCC(C)NC(=O)COC(=O)c1cc(Br)c(Br)s1 (configuration not stated)	-42	9	10	2	3.3	0.96	3	-4
COc1ccc(C(=O)CC(C(=O)O)c2ccc(OC)c(OC)c2)cc1OC (configuration not stated)	nt	-5	-20	nt	-0.3	nt	-2	nt
O=C1CC(N2CCN(c3ccccc3)CC2)C(=O)N1CCc1ccccc1 (configuration not stated)	-4	-17	8	0	-1.9	1.1	1	-3
COc1ccc(N(CN2C(=O)c3ccccc3C2=O)C(=O)C(C)C)cc1	-10	-5	21	0	1.3	0.91	0	-8
CN(CCCNC(=O)CCc1cn(C)c2ccccc12)C1CCCCC1	-6	-1	17	0	-1.2	1.2	0	-4
O=C1CCCN1c1ccc(S(=O)(=O)N2CCCCC2)cc1[N+](=O)[O-]	2	-10	13	0	-1.3	0.94	1	-4
NCCc1nnc(SCc2ccccc2)o1	-11	-1	7	1	2.8	1	0	-9
Cc1ccccc1OCC(=O)Nc1cccc2nsnc12	-34	-20	-496	nt	-1.5	0.89	-30	-6
CC(C)Oc1ccc(S(=O)(=O)N2CCOCC2)cc1NC(=O)C1CCCCC1	-19	1	15	0	-1.1	0.96	2	-6
C[C@H](CO)N1C[C@H](C)[C@H](CN(C)C)Oc2ccc(NS(=O)(=O)c3ccc(F)cc3)cc2CC1=O	8	6	13	-1	-1.6	1	1	-9
O=C(Nc1cccc(-c2cccc(Cl)c2)c1)C1CCN(Cc2ccc(CO)o2)CC1	-16	1	12	-3	0.5	1.1	-2	2
O=C(Cc1ccc([N+](=O)[O-])cc1)NNC(=O)c1ccc2c(c1)OCO2	-10	-5	8	4	0.4	1.5	1	-7
Cc1occc1C(=O)N(C)CC1CCCN(CCc2ccccc2F)C1 (configuration not stated)	-17	3	13	-1	3.4	1.1	-1	-2

Given with values under each structure: 11 of the compounds above
The line under a structure holds: SENP6 block, PfGluPho inh, SENP8 block, GRIN3A LBD mod, MPTP inh, hIAP act, SENP1 FRET inh, ATG4B inhibitor
O=C1CC(N2CCN(c3ccccc3)CC2)C(=O)N1CCc1ccccc1 (configuration not stated)
  -4, -17, 8, 0, -1.9, 1.1, 1, -3
COc1ccc(N(CN2C(=O)c3ccccc3C2=O)C(=O)C(C)C)cc1
  -10, -5, 21, 0, 1.3, 0.91, 0, -8
CN(CCCNC(=O)CCc1cn(C)c2ccccc12)C1CCCCC1
  -6, -1, 17, 0, -1.2, 1.2, 0, -4
O=C1CCCN1c1ccc(S(=O)(=O)N2CCCCC2)cc1[N+](=O)[O-]
  2, -10, 13, 0, -1.3, 0.94, 1, -4
NCCc1nnc(SCc2ccccc2)o1
  -11, -1, 7, 1, 2.8, 1, 0, -9
Cc1ccccc1OCC(=O)Nc1cccc2nsnc12
  -34, -20, -496, nt, -1.5, 0.89, -30, -6
CC(C)Oc1ccc(S(=O)(=O)N2CCOCC2)cc1NC(=O)C1CCCCC1
  -19, 1, 15, 0, -1.1, 0.96, 2, -6
C[C@H](CO)N1C[C@H](C)[C@H](CN(C)C)Oc2ccc(NS(=O)(=O)c3ccc(F)cc3)cc2CC1=O
  8, 6, 13, -1, -1.6, 1, 1, -9
O=C(Nc1cccc(-c2cccc(Cl)c2)c1)C1CCN(Cc2ccc(CO)o2)CC1
  -16, 1, 12, -3, 0.5, 1.1, -2, 2
O=C(Cc1ccc([N+](=O)[O-])cc1)NNC(=O)c1ccc2c(c1)OCO2
  -10, -5, 8, 4, 0.4, 1.5, 1, -7
Cc1occc1C(=O)N(C)CC1CCCN(CCc2ccccc2F)C1 (configuration not stated)
  -17, 3, 13, -1, 3.4, 1.1, -1, -2

The list continues.
compound	SENP6 block	PfGluPho inh	SENP8 block	GRIN3A LBD mod	MPTP inh	hIAP act	SENP1 FRET inh	ATG4B inhibitor
CC(C)C(=O)Nc1cc2c3c(c1)CCN3C(=O)CC2	-4	8	7	2	-2.1	0.92	1	0
CC1CCCCN1CCNC(=O)c1cc2c(=O)n(C)c3ccccc3c2n1C (configuration not stated)	12	20	-127	-2	-0.8	0.81	-110	-10
O=C(COC(=O)c1ccc(F)cc1F)NCCNC(=O)COC(=O)c1ccc(F)cc1F	-11	1	-5	1	1.5	0.91	-1	-3
Cc1ccc(N(CCC(=O)N2CCOCC2)S(=O)(=O)c2ccccc2)cc1	-14	15	14	1	-1.3	0.91	1	-3
CCCN1CCN(CC(=O)Nc2nncs2)CC1	13	16	18	2	1.8	0.9	1	-2
O=C(CSCC(=O)N1CCCCC1)Nc1nc(-c2cccs2)cs1	-12	9	5	-3	3.9	0.81	2	-5
O=C(Cc1cccc2ccccc12)N1CCN(c2ncccn2)CC1	-5	17	13	-2	0.0	0.97	-1	8
COc1cc(OC)c(C(=O)OCC(=O)NCCC2=CCCCC2)cc1OC	-3	-6	-22	-1	-0.3	1.1	1	-5
O=C(Nc1ccc(N2CCCCC2)cc1)C1CCCN1S(=O)(=O)c1ccc(F)cc1 (configuration not stated)	-2	18	-16	-1	-1.6	1.1	2	-7
O=C(NCCN1CCOCC1)/C(=C/c1ccccc1)NC(=O)c1ccccc1	-7	4	8	-1	-3.9	0.95	-1	-6
O=C(NCCN1CCOCC1)c1ccc2c(c1)N(Cc1ccccc1)CCS2	3	14	-442	-2	-0.6	0.9	-2	-4
O=C(CN1CCN(Cc2ccccc2Cl)C1=O)NCc1ccccn1	-20	3	20	0	0.2	0.94	1	-7
Cc1ccc(-c2ccc(S(=O)(=O)N3CC(C)OC(C)C3)cc2)cc1 (configuration not stated)	7	7	3	0	-0.3	1	0	-4
COc1ccc(S(=O)(=O)N2CCC(C(=O)NCCC(=O)Nc3ccc(Cl)cc3)CC2)cc1	-7	-24	13	5	0.3	1.2	-1	-8
CN(C)C(CNC(=O)c1ccc(Cl)c(S(=O)(=O)N2CCCCCC2)c1)c1ccccc1 (configuration not stated)	4	3	17	-3	4.8	0.98	-2	-3
O=C(Nc1ccc2c(c1)[C@H]1C[C@@H](CC(=O)N3CCOCC3)O[C@@H](CO)[C@H]1O2)C1CCOCC1	nt	5	8	nt	-1.9	nt	0	nt
Cc1ccc(S(=O)(=O)N(C)CC(=O)Nc2ccccc2)cc1	-1	-1	13	3	1.3	0.86	-1	3
O=C(CC(Cc1ccccc1)C(=O)O)Nc1cccc(C(F)(F)F)c1 (configuration not stated)	-4	-15	20	-3	-0.1	1.1	0	6
O=c1[nH]ncc(NCCCO)c1Cl	-15	9	13	-1	-1.3	1	1	-4
O=C(COc1ccccc1F)NC1CC1	-17	-7	16	0	0.3	0.99	0	-1
O=C(O)Cc1sc(Nc2cccc3ccccc23)nc1-c1ccc(Cl)cc1	1	19	-297	8	1.7	1.1	-1	-4
CC(C)CN(C(=O)CN1CCN(S(=O)(=O)c2ccc3ccccc3c2)CC1)c1c(N)n(CC(C)C)c(=O)[nH]c1=O	-13	-14	7	0	-0.4	0.96	-3	-6

Screens from PubChem BioAssay.
